Assay outcomes from PubChem BioAssay.
HTR5A ag – counter-screen for OPRM1-OPRD1 agonists: human HTR5A agonism; HTR5A agonist assay, luminescence, cell-based; activation, % at 9.3 µM; 340,000 tested, 0.61% active; AID 504692; in the data active = activation mostly above about 9.5%, no sharp cut-off; inactive = mostly below about 7.6%;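 note: 0% = cells with vehicle only and 100% = reference agonist; strong numbers were not always called active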
RTF Ca sens act – increases calcium sensitivity of human cardiac regulated thin filaments; IANBD-labeled TnC RTF fluorescence at EC20 calcium; 0% EC20 calcium, 100% full calcium; 340,000 tested, 0.24% active; activation, % at 7.2 µM; P19429+P45379;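 active = activation above the mean over all tested compounds plus 3 SD, cut at about 30% in these data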;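 note: rise in fluorescence read as greater calcium sensitivity of cardiac thin filaments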
RTF Ca sens inh – cardiac RTF calcium desensitization; IANBD-labeled cardiac RTF, Ca2+ fluorescence; inhibition, % at 7.15 µM; 340,000 tested, 0.12% active;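 active = inhibition above the mean inhibition of all tested compounds plus 3 SD, cut at about 17% in these data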;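 note: assay run at fixed EC70 calcium of 1.6 mM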
V-ATPase pHluor – regulators of yeast V-ATPase proton transport | S. cerevisiae, pHLuorin cytosolic pH fluorescence | 350,000 tested, 0.37% active | response, % at 10 µM; in the data active = response mostly above about 7.3%, no sharp cut-off; inactive = mostly below about 5.4%; note: actives read high; inactives centre near 0; some compounds called inactive have numbers as strong as hits; reference of the scale not given here
CAL-PDZ inh HTS – inhibitors of human CAL PDZ peptide binding. AID 602252. inhibition, % at 24.9 µM. purified CAL PDZ, TMR-peptide fluorescence polarization, 1 h. 300,000 tested, 0.92% active. Q9HD26;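 active = mean inhibition of at least 30% with at least half of replicates also reaching 30%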;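 note: 0% = DMSO neutral control and 100% = excess unlabeled competitor peptide PRC23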
Keap1 Nrf2 FP – inhibitors of human Keap1-Nrf2 protein-protein interaction | Q14145 | Keap1 Kelch-Nrf2 peptide fluorescence polarization, 1536-well | 340,000 tested, 0.15% active | inhibition, % at 9.4 µM; in the data active = inhibition above about 12%;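 note: human Keap1 Kelch domain with fluorescein labeled Nrf2 9mer peptide probe; 0% = neutral control wells and 100% = peptide positive control; higher means more block of Keap1 binding to Nrf2 peptide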
HTR5A inv ctr – inverse agonist of human HTR5A in OPRM1-OPRD1 counter-screen | P47898 | 340,000 tested, 0.083% active | AID 504634 | inhibition, % at 9.3 µM | HTR5A cell line, luminescence, inverse agonism; in the data active = inhibition mostly above about 23%, no sharp cut-off; inactive = mostly below about 18%;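 note: 0% = cells with DMSO and 100% = no-cell wells with DMSO; some compounds called inactive have numbers as strong as hits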
OPRM1-OPRD1 ag – OPRM1-OPRD1 heterodimerization agonism | AID 504326 | cells, luminescence | 340,000 tested, 0.3% active | activation, % at 9.3 µM | P35372+P41143; in the data active = activation above about 18%;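 note: 0% = vehicle-treated cells and 100% = reference agonist; values of inactives mirror those of a sister screen read the other way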
Target sequence (P35372 whole entry, looked up): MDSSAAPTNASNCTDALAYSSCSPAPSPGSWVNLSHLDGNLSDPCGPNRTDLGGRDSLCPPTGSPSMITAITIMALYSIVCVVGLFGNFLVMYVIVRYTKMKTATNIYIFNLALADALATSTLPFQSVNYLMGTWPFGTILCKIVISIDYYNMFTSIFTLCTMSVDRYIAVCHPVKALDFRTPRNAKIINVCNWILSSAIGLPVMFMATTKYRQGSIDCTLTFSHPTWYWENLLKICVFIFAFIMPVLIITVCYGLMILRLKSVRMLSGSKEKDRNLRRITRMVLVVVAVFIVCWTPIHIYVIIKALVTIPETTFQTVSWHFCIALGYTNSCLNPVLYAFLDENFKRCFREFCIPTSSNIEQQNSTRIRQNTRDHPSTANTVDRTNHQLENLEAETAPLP
Target sequence (P41143 whole entry, looked up): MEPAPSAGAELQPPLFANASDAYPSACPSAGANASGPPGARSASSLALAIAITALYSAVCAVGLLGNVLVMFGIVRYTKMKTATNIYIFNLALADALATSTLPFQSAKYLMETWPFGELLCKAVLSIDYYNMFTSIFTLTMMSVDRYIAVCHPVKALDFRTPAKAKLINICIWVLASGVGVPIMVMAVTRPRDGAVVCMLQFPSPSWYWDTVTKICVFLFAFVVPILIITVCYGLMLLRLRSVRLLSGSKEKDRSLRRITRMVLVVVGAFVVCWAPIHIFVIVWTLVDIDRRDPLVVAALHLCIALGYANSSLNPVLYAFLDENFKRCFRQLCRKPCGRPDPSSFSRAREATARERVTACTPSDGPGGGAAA
LANA DNA inh – inhibitors of KSHV LANA C-terminal domain DNA binding; MBP-C-LANA/FAM-LBS DNA binding, fluorescence polarization; inhibition, % at 9 µM; 340,000 tested, 0.078% active; AID 504423;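 active = highest replicate inhibition at or above 60% at 9 µM, even if other replicates fall short; inactive = all replicates below 60% inhibition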;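 note: 0% = neutral control wells and 100% = 4 µM acridine orange control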
OPRM1-OPRD1 inv – mu-delta opioid heterodimer inverse agonism; inhibition, % at 9.3 µM; 340,000 tested, 0.21% active; P35372+P41143; AID 504357; cell-based MOR-DOR heterodimer luminescence; in the data active = inhibition above about 22%, passing the limit was not always enough;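 note: 0% = cells with DMSO and 100% = wells without cells with DMSO; values of inactives mirror those of a sister screen read the other way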
An asterisk follows results filed as active; x = not tested or not shown. Hits appear at their usual frequency, and some 2.8% of all compounds hit somewhere here.

SMILES	HTR5A ag	RTF Ca sens act	RTF Ca sens inh	V-ATPase pHluor	CAL-PDZ inh HTS	Keap1 Nrf2 FP	HTR5A inv ctr	OPRM1-OPRD1 ag	LANA DNA inh	OPRM1-OPRD1 inv
CCCC1=NN2C(=N)/C(=C\c3ccc(SCc4ccco4)o3)C(=O)N=C2S1	5	2	-28	3	x	-8	7	-0.6	6.9	3
O=C(O)CSc1nc2ccccc2nc1Cc1ccccc1F	-1	18	4	-2	-1	5	3	-1.7	2.9	10
COc1cc2c(cc1OC)C(c1cccs1)N(C(=O)C(C)C)CC2 (stereo not drawn)	-2	0	-2	0	-4	5	6	-2.5	-0.5	11
CC1CC(C)CN(C(=O)COC(=O)c2cc3ccccc3cc2O)C1 (stereo not drawn)	2	-3	10	-1	-4	-2	-6	-0.6	-0.3	3
Cn1nc(N)nc1N1CCN(c2ccc(F)cc2)CC1	3	3	-3	-1	3	-1	-8	-2.4	1.2	12
O=C(Nc1ccccc1)c1cnc2n(c1=O)CCS2	-6	-3	-1	-2	x	-3	17	-1.2	0.0	7
FC(F)(F)c1cnc(COc2ccc(Cl)cc2Cl)c(Cl)c1	-2	1	-1	1	3	3	7	2.1	0.8	-11
CCC(C)[C@H](NC(=O)c1cc2cc(Cl)ccc2n1C)C(=O)N1CCC(C(=O)O)CC1 (stereo partly drawn)	-1	3	1	5	-2	-3	2	-0.7	2.0	3
Cc1cc(N/N=C/c2ccc(O)cc2)nc(NS(=O)(=O)c2ccccc2)n1	5	-1	-6	2	-1	-4	-24	-0.1	4.0	0
COc1cccc(/C=N/NC(=O)CCCC(=O)NC2CCCCC2)c1	1	1	9	-7	-3	-1	-9	-0.9	0.3	5
Cc1c(CCO)c(=O)n(-c2ccccc2)n1S(=O)(=O)c1ccc([N+](=O)[O-])cc1	-1	-6	-16	-1	4	3	4	1.2	-0.8	-6
C=C1C(=O)O[C@@]23[C@H]1CC[C@@H](C)[C@@H]2CC[C@@]1(C)O[C@@H]31	3	20	0	23*	-6	-1	-9	1.1	0.9	-6
Fc1ccc(NC(=S)Nc2ccc(F)c(Cl)c2)cc1Cl	-1	13	8	0	-6	-2	5	2.3	2.4	-12
CCCOC(=O)c1ccc(Oc2c(-c3ccc(OC)cc3O)n[nH]c2C)cc1	0	0	-3	0	-4	0	5	13	-1.1	-76
COc1ccc(NC(=S)NNC(=O)CNc2ccc(Cl)cc2)cc1	-2	-3	1	-4	5	5	-7	0.6	-0.6	-4
Cc1cc(C(=O)OCC(=O)N2CC(=O)Nc3ccccc32)c(C)n1-c1ccccc1	-2	-2	11	1	-2	-1	-18	-1.3	-0.4	6
COc1ccc(N(CC(=O)NC2CCCCCCC2)S(=O)(=O)c2c(C)nn(C)c2C)cc1	2	3	-6	9	-3	-5	8	1.1	-0.2	-7
COc1cc(C2NC(=O)C(C#N)=C(Nc3cccc(C)c3)S2)ccc1O (stereo not drawn)	0	1	-3	0	3	5	17	-2.3	-0.3	12
Cc1ccc(NC(=O)C2COc3ccccc3O2)cc1C (stereo not drawn)	-4	-1	-4	2	-5	4	30	-0.9	-0.1	4
CC(=O)Nc1ccc2sc(C)nc2c1	-4	-4	-5	0	0	-1	5	-2.6	-3.0	13
CCO[C@H]1OC(C(=O)NC2CC2)=C[C@@H](c2ccccc2)[C@@H]1CCCO	6	-5	-8	7	0	-2	2	-2.6	0.8	15
COc1ccccc1N=Nc1c(C)noc1C	2	4	-3	-1	-2	-1	-20	-2.4	-0.4	12
CCN(CC(=O)NCc1ccco1)S(=O)(=O)c1ccc(F)cc1	1	-5	13	1	-5	1	-2	1.1	-0.3	-7
COC(=O)c1ccc(CSc2nnc3c(n2)[nH]c2ccccc23)cc1	0	5	4	0	-4	-6	-1	-1.6	-0.7	9
Cc1ccc2oc(=O)c3cc(C(=O)NCCCN4CC(C)CC(C)C4)sc3c2c1 (stereo not drawn)	0	-2	-9	1	-4	0	-12	0.9	-0.4	-5

More compounds follow.
SMILES	HTR5A ag	RTF Ca sens act	RTF Ca sens inh	V-ATPase pHluor	CAL-PDZ inh HTS	Keap1 Nrf2 FP	HTR5A inv ctr	OPRM1-OPRD1 ag	LANA DNA inh	OPRM1-OPRD1 inv
COc1cc(OC)c2c(OC)cccc2n1	1	-1	-16	-3	-3	0	13	-1.5	1.6	8
COc1cccc(-c2noc(CCCC(=O)NC3CCCC3)n2)c1	2	-1	1	1	-3	-5	-7	-2.2	0.6	11
COC(=O)c1[nH]c2ccccc2c1NC(=O)CN1CCN(Cc2ccc3c(c2)OCO3)CC1	-5	-1	1	-4	-6	1	14	-1.2	1.2	7
COc1ccc(OC)c(N(CC(=O)NCc2ccccc2)S(=O)(=O)c2ccc(OC)c(OC)c2)c1	-8	1	-6	6	-2	-3	20	-1.9	2.9	10
CCC(C)(C)NC(=O)CN(C(=O)c1snc(C(N)=O)c1N)c1ccc2c(c1)OCCO2	0	-4	-4	-1	-2	2	12	-1.2	-0.3	7
NS(=O)(=O)c1ccc(NC(=O)CSc2nnc3n2CCCCC3)cc1	-2	-1	2	2	0	1	5	-4.2	-0.5	18
CCn1c(NN)nc2sc3c(c2c1=O)CCC3	-4	-5	1	0	-2	-4	6	-1.8	-0.7	10
Cc1c(Cl)cccc1NC(=O)COC(=O)CN1C(=O)NC(C)(C)C1=O	-6	4	-7	2	-2	-2	16	-2.1	-0.1	10
CCCn1c(N)c(C(=O)CSc2nnc(-c3cccs3)n2C2CC2)c(=O)[nH]c1=O	-1	-7	0	-4	-2	0	3	-2.0	2.6	10
Cn1c(CC(=O)Nc2ccccc2F)nnc1SCC(=O)NC1CCCCC1	6	-2	-11	-4	-3	0	-19	1.3	0.7	-10
COC(=O)c1c(NC(=O)CSc2nc3nc(C)cc(C)n3n2)sc(C)c1C	-1	0	-8	1	1	-1	2	0.5	0.9	-4
CC(C)(C)c1nc2ccccc2c(=O)n1N1C(=O)c2ccccc2C1=O	0	-1	-1	4	-2	-2	-6	-0.6	-0.4	4
COc1ccc(-c2csc3ncnc(N4CCN(S(=O)(=O)c5cccc(F)c5)CC4)c23)cc1	-1	-7	-10	-3	-1	-2	-11	1.6	0.3	-10
O=c1c(-c2ccc3c(c2)OCCO3)coc2cc(OC3OC(CO)C(O)C(O)C3O)ccc12 (stereo not drawn)	3	3	-19	-1	-4	-4	-5	-4.4	0.2	23
O=C(NCCCN1CCCCC1)c1ccc2c(c1)NC(=O)C(N1CCOCC1)S2 (stereo not drawn)	-1	-3	0	-2	-1	-3	-6	-2.5	-2.3	14
Cc1ccc2nc(-c3ccc(NC(=O)CSc4nc(N)cc(=O)[nH]4)cc3)sc2c1	4	3	-2	1	54*	-4	3	0.2	0.9	-1
CN(c1ccccc1)c1ccc(/C=N/NC(=O)CC#N)cc1	-3	-1	10	0	8	-5	-19	2.0	1.8	-11
O=c1cnnc(Nc2ccc(Cl)c(C(F)(F)F)c2)[nH]1	2	-1	8	1	-2	1	6	-2.5	0.9	12
Oc1ccccc1N=Nc1nc(-c2ccccc2)c(-c2ccccc2)[nH]1	-13	2	-5	5	-1	0	24	2.2	0.5	-13
O=C(CCN1C(=O)/C(=C/c2cccs2)SC1=S)Nc1ccc(C(=O)O)c(O)c1	7	-6	2	0	-8	3	21	-2.0	-0.4	10
COc1ccccc1/C=C/C=N/n1c(-c2ccncc2)n[nH]c1=S	0	-5	-2	-2	-1	-1	0	-0.8	-1.9	5
N#CC1=C(N)OC(c2ccccc2)=C(C#N)C1c1ccc2c(c1)OCO2 (stereo not drawn)	13	5	0	-1	-3	-1	-44	-1.1	0.4	6
CN(C)C1=NCCN1CCCCc1ccccc1	1	0	-11	-6	-1	-6	-1	-0.3	0.2	2
CCCOc1ccccc1/C=C1/C(=O)ON=C1C	1	-1	2	2	8	-3	-4	-0.8	-1.7	4
COc1cc2nc(/C=C/c3cc(OC)c(OC)c(OC)c3)sc2cc1SC	10	15	-7	-24	0	-10	-25	-0.3	-0.5	1

Next part
SMILES	HTR5A ag	RTF Ca sens act	RTF Ca sens inh	V-ATPase pHluor	CAL-PDZ inh HTS	Keap1 Nrf2 FP	HTR5A inv ctr	OPRM1-OPRD1 ag	LANA DNA inh	OPRM1-OPRD1 inv
Cc1ccc(NC(=O)CSc2nc(C)c(Cc3ccccc3)c(=O)[nH]2)cc1C	-6	4	1	0	x	-3	-3	-1.4	-0.9	7
O=C(c1ccccc1)c1cccn1CC(=O)N1CCN(c2ccc(F)cc2)CC1	1	0	3	2	4	-3	-2	-1.7	-0.8	9
Cc1ccc(C(=O)OC(C)C(=O)NC(C)CCc2ccccc2)o1 (stereo not drawn)	-6	3	4	0	-1	2	-2	-0.6	2.3	2
CC(C)Oc1cccc(C(=O)Nc2ncn[nH]2)c1	-1	4	-4	3	-5	-1	4	0.4	0.1	-2
Cc1cccc2cc(CN(Cc3ccco3)C(c3nnnn3CCc3ccccc3)C(C)C)c(=O)[nH]c12 (stereo not drawn)	3	-6	6	2	-4	3	2	1.4	0.5	-6
COC(=O)c1cc2c(ccc3ccccc32)oc1=O	6	-2	1	0	-3	0	3	-3.2	-2.1	17
CCOc1ccc(CNC(=O)CCn2c(=O)oc3ccccc32)cc1OC	0	4	-7	-4	-7	-2	0	-1.0	-0.7	4
Cc1ccc(C)c(C(C)NC(=O)c2ccccc2Br)c1 (stereo not drawn)	-3	-2	-3	-4	-2	-8	7	-3.3	-0.1	17
